Screening data from PubChem.
Myeloid diff 2: induction of myeloid progenitor differentiation, primary screen, cell-based, flow cytometry, MLPCN library. ER-HoxA9 myeloid progenitors, lysozyme-GFP differentiation. calls only at 10 µM. hit rate 1% among 360,000;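 active = normalized GFP-positive differentiation at or above the plate's own cutoff, the solvent-only control mean plus 3 SD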;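 also: cells exposed to compound for four days before flow analysis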
GPR55 antagonists: GPR55 antagonists blocking LPI-driven arrestin recruitment, primary screen, imaging, U2OS, beta-arrestin-GFP, LPI agonist (AID 2013) | G-protein coupled receptor 55 (Homo sapiens) | hit rate 0.13% among 290,000 | U2OS GPR55 beta-arrestin-GFP translocation imaging, LPI antagonism; higher % means a stronger effect | inhibition, % at 10 µM, or IC50 in µM where a hit was titrated;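 active = spots per cell inhibited over 60%, with over 100 cells counted and total cytoplasm intensity under 500,000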;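 also: U2OS cells stably carrying GPR55 and arrestin-GFP stimulated by 5 µM LPI near EC80; imaged beta-arrestin-GFP aggregate spots per cell after agonist stimulation; plate controls were LPI-stimulated DMSO wells for no effect and DMSO wells without LPI for full effect; some results filed as inactive read as strong as hits; confirmed hits need IC50 under 10 µM and bright autofluorescent wells are also inconclusive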
KOR beta-arrestin-1: KOR antagonists, beta-arrestin recruitment, cell-based, luminescence, uHTS (AID 1778); hit rate 0.091% among 290,000; Kappa-type opioid receptor (Homo sapiens); KOR beta-arrestin recruitment, luminescence, antagonist mode; higher % means a stronger effect; inhibition, % at 10 µM, or IC50 in µM where a hit was titrated; also: strong numbers were not always called active
T cell HTS: modulators of CD8 T cell-vesicle binding, primary screen, mouse 2C CD8+ T cells, flow cytometry; 2C CD8+ T cell-vesicle binding; active compounds read low; calls only at 7 µM; hit rate 0.068% among 330,000;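 active = response, share of CD8 T cells binding vesicles, and their 90th percentile fluorescence all below set limits, cut at about 80% in these data, passing the limit was not always enough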
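Benchmarks: naked versus QL9-loaded vesicles / Assay system: purified 2C TCR transgenic mouse naive CD8+ T cells / Technique: high-throughput flow cytometry with anti-B7-1 and anti-CD8 staining / Timing: Cell–vesicle co-incubation 1.5 h at 37 °C, staining 20 min on ice / Read-out: percent CD8+ FL2 mean versus row control / Probe or stimulus: QL9-loaded Drosophila micro-vesicles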
NOD1 NF-kB reporter: NOD1 signaling inhibitors, primary screen, cell-based, luminescence, uHTS (AID 1578) | NOD1-driven NF-kB luciferase reporter cells, luminescence; higher % means a stronger effect | inhibition, % at 4 µM, or EC50 in µM where a hit was titrated | hit rate 1% among 290,000; in the data active = inhibition mostly above about 36%, no sharp cut-off; inactive = mostly below about 34%;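 also: HEK-293T reporter cells stimulated with the NOD1 agonist gamma-tri-DAP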
GPR55 activation: GPR55 agonists via beta-arrestin recruitment, primary screen, imaging, U2OS cells, beta-arrestin-GFP redistribution (AID 1961); U2OS GPR55 beta-arrestin-GFP redistribution imaging; higher % means a stronger effect; hit rate 0.048% among 290,000; activation, % at 10 µM; hits with a dose series show EC50 in µM; G-protein coupled receptor 55 (Homo sapiens);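 active = activation above 40% with more than 50 cells counted in the well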;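 also: U2OS osteosarcoma cells stably expressing GPR55 and beta-arrestin-GFP; plate controls were DMSO negative control for no effect and LPI positive control for full effect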
KOR beta-arrestin-2: KOR agonists, beta-arrestin recruitment, primary screen, cell-based, luminescence, uHTS (AID 1777). one-dose activation, % at 10 µM; EC50 in µM for titrated hits. hit rate 0.02% among 280,000. KOR beta-arrestin recruitment, luminescence; higher % means a stronger effect. Kappa-type opioid receptor (Homo sapiens); in the data active = activation above about 50%, passing the limit was not always enough; also: a part of the inactive calls stands beside numbers as strong as those of hits
HEK293 NOD2/NF-kB: NOD2 signaling inhibitors, cell-based, luminescence, uHTS, HEK293 (AID 1566) | HEK293 NOD2/NF-kB luciferase reporter, luminescence; higher % means a stronger effect | inhibition, % at 4 µM, or EC50 in µM where a hit was titrated | hit rate 0.63% among 290,000; also: many of its hits are not listed in these tables
NTR1 ag: agonists of NTR1, primary screen, imaging, U2OS cells, beta-arrestin-GFP, high content (AID 493036); Neurotensin receptor type 1 (Homo sapiens), P30989; NTR1-U2OS beta-arrestin-GFP spot imaging, agonist mode; activation, % at 20 µM; hit rate 0.17% among 330,000;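 active = activation at or above 40% of the spot to cytoplasm intensity ratio, with at least 20 cells analyzed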;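 also: 0% = DMSO without peptide and 100% = 100 nM NTR1 peptide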
Target sequence (P30989 whole entry, looked up): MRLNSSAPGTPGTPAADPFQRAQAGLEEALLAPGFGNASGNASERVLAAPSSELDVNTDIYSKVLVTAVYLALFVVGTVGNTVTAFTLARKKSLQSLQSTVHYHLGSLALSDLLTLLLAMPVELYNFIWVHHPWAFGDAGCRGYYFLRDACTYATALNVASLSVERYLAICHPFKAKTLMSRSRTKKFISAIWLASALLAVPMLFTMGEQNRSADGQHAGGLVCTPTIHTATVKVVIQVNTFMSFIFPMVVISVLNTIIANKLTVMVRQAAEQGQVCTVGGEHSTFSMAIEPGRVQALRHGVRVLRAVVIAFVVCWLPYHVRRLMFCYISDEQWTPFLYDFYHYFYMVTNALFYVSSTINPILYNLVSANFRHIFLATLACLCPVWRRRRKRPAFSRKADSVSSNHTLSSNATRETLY
T cell HTS vesicle-bound %: recorded beside T cell HTS, whose call it bears; double positive events, %; measured here: CD8+ vesicle-bound cell fraction;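 binding gate set so that unloaded-vesicle control wells show 10% double positive cells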
NTR1 ag cell count 20 µM: second read-out of NTR1 ag, no call of its own (marks repeat the call); cell count; measured here: cell count, cytotoxicity flag
Myeloid diff 2 GFP+ MAC1+ %: further read-out of Myeloid diff 2, marked with its call; GFP+ MAC1+ double positive, %; measured here: differentiation confirmed by MAC1 staining
Starred values were filed as active, the others as inactive; i = inactive; / = not tested or not shown; + = active, no number; [ ] = remark or other dose. Rule as the data show it, unless noted: active = inhibition above about 50%; inactive = the rest. Not all compounds are listed; count on the stated rates, not on these rows.

SMILES | Myeloid diff 2 | Myeloid diff 2 GFP+ MAC1+ % | GPR55 antagonists | KOR beta-arrestin-1 | T cell HTS | T cell HTS vesicle-bound % | NOD1 NF-kB reporter | GPR55 activation | KOR beta-arrestin-2 | HEK293 NOD2/NF-kB | NTR1 ag | NTR1 ag cell count 20 µM
CCOC(=O)C1CN(S(=O)(=O)c2ccc(Cl)cc2)c2cc(S(=O)(=O)CC)ccc2O1 (stereo unspecified) | i | 0.2 | 12.9% | 7.0% | i | 39.9 | -20.8% | 0.0% | -1.4% | -9.7% | -1.0 | 91
O=C(c1ccc([N+](=O)[O-])s1)N1CCN(c2ccc(C(F)(F)F)cn2)CC1 | i | 1.0 | -4.1% | 8.1% | i | 45.3 | 1.3% | -0.2% | -2.8% | -0.2% | 1.2 | 58
COCCNC(=O)CCn1c(=O)oc2ccccc21 | i | 0.8 | 13.8% | -22.1% | i | 2.1 | 10.6% | 0.2% | 3.6% | 13.3% | -1.0 | 102
CC(C)CCN1C(=O)c2ccc(C(=O)Nc3ccc(O)cc3C(=O)O)cc2C1=O | i | 0.6 | 7.1% | -6.5% | i | 62.5 | -9.0% | 0.0% | -7.2% | 3.8% | -0.1 | 102
CCn1c(SCC(=O)NCC2CCCO2)nc2c(c1=O)SCC2 (stereo unspecified) | i | 2.3 | 18.4% | -5.9% | i | 0.0 | -21.6% | -0.2% | 1.6% | 8.6% | -0.4 | 61
O=C1c2cc(F)ccc2OC2(CCNCC2)C12CC(c1ccccc1)=NO2 (stereo unspecified) | i | 1.6 | -3.6% | 4.4% | i | 38.5 | 10.4% | -0.2% | 9.2% | 10.3% | -1.4 | 80
O=C(CCN1C(=O)c2ccc([N+](=O)[O-])cc2C1=O)Nc1ccc(O)cc1C(=O)O | i | 0.1 | -2.6% | -30.1% | i | 5.2 | / | 0.0% | 6.0% | / | -0.1 | 45
C=CCn1c(C)nc2c(sc3nc4c(cc32)COC(C)(C)C4)c1=O | i | 1.7 | 1.8% | -19.5% | i | 14.5 | 9.5% | -0.2% | 0.4% | -68.7% | 1.3 | 38
Oc1[nH]c2ccccc2c1N=Nc1c(F)c(F)c(Cl)c(F)c1F | i | 0.6 | 8.8% | 26.2% | i | 60.5 | -10.9% | -0.2% | -4.3% | -13.7% | 5.3 | 84
O=C1Nc2ccccc2C1c1ncc(C(F)(F)F)cc1Cl (stereo unspecified) | i | 1.5 | 6.5% | -9.5% | i | 63.9 | -2.9% | -0.1% | 2.0% | 14.3% | 4.4 | 52
Cc1csc(SCC(=O)NC(C)c2ccccc2)n1 (stereo unspecified) | i | 0.4 | 4.5% | -21.8% | i | 10.0 | -19.1% | -0.2% | -1.9% | 4.7% | -0.4 | 54
CC1(/[N+]([O-])=C/c2cccc(Cl)c2)CCCCC1=O (stereo unspecified) | i | 0.7 | -0.6% | 6.2% | i | 44.3 | -9.6% | -0.1% | 11.1% | 2.6% | -1.3 | 57
O=C(NC1CCCCC1)c1ccc([N+](=O)[O-])o1 | + | 3.8* | -0.8% | -13.4% | i | 15.4 | 27.4% | 0.2% | 2.3% | -14.5% | 2.0 | 35
CC1CCN(C2(O)C(=O)Nc3ccc(Br)cc32)CC1 (stereo unspecified) | i | 0.2 | 16.8% | 13.1% | i | 46.6 | -16.0% | -0.3% | -3.2% | 3.3% | 1.2 | 55
COc1ccc(CCC(=O)NC2CCCN(Cc3ccc(Cl)cc3)C2)cc1OC (stereo unspecified) | i | 0.6 | -2.8% | -41.9%[20 µM] | i | 54.3 | -24.0% | -0.4% | -5.4% | 2.9% | 1.4 | 63
COC(=O)c1ccc(N/C=C\C(=O)c2ccc3c(c2)OCO3)cc1 | i | 0.1 | -21.6% | -13.7% | i | 64.3 | 16.6% | -0.2% | 4.4% | -87.1% | -0.7 | 32
CCN(Cc1ccccc1)S(=O)(=O)c1c[nH]c(C(=O)OC)c1 | i | 5.2 | 4.2% | -1.3%[20 µM] | i | 47.2 | -8.7% | -0.3% | 1.2% | 2.6% | 2.6 | 53
C[C@H](NC(=O)N1CCn2c1nc1ccccc12)C(=O)NCc1ccccc1 | i | 5.7 | 9.2% | / | i | 25.5 | -16.5% | -0.1% | / | 3.0% | -0.6 | 66
Nc1c(N(CCO)C(=O)/C=C/c2ccco2)c(=O)[nH]c(=O)n1Cc1ccccc1 | i | 0.6 | -3.8% | -6.6% | i | 44.7 | -8.8% | 0.1% | 1.6% | 9.7% | 0.7 | 35
C/C(=N\NC(=O)Cc1ccc(F)cc1)c1ccc(O)cc1 | i | 0.2 | 6.8% | -2.3% | i | 32.3 | 11.2% | -0.4% | -5.7% | 14.6% | -0.9 | 87
O=C(CNC(=O)c1ccc2ccccc2c1)NCc1ccccc1F | i | 0.6 | -25.7% | -16.3% | i | 70.1 | -20.8% | 0.0% | -0.5% | 7.7% | 1.4 | 57
Cc1ccc(-c2nnc(N3CCOCC3)c3ccccc23)cc1S(=O)(=O)NCc1cccnc1 | i | 1.0 | 6.7% | 9.9% | i | 53.4 | -16.8% | 0.3% | -0.2% | 19.3% | 0.5 | 41
CCC(=O)Nc1ccc(/C(C)=N\NS(=O)(=O)c2ccc(C)cc2)cc1 | + | 7.4* | 1.6% | -1.6% | i | 39.0 | -4.6% | -0.1% | 4.6% | -0.8% | 0.0 | 47
Cc1c(C(=O)Nc2ccc(S(=O)(=O)N3CCOCC3)cc2)cccc1[N+](=O)[O-] | i | 0.3 | -4.0% | 2.0%[20 µM] | i | 41.2 | 13.6% | -0.2% | -2.3% | 4.5% | 1.2 | 74
O=C(O)CSc1nnc(-c2ccc(Cl)cc2Cl)n1-c1ccc(Br)cc1 | i | 1.0 | 9.0% | 41.6% | i | 47.2 | 14.7% | -0.2% | -7.0% | 16.8% | -1.3 | 60
Remaining list, next part.
SMILES | Myeloid diff 2 | Myeloid diff 2 GFP+ MAC1+ % | GPR55 antagonists | KOR beta-arrestin-1 | T cell HTS | T cell HTS vesicle-bound % | NOD1 NF-kB reporter | GPR55 activation | KOR beta-arrestin-2 | HEK293 NOD2/NF-kB | NTR1 ag | NTR1 ag cell count 20 µM
Cc1sc(NC(=O)c2ccco2)c(C(c2ccccc2)N2CCC(C)CC2)c1C (stereo unspecified) | i | 1.1 | 3.5% | 22.9% | i | 55.1 | 25.8% | -0.5% | 0.5% | -15.4% | 5.5 | 58
O=C(COc1ccc2ccccc2c1)N/N=C/C1CC=CCC1 (stereo unspecified) | i | 0.4 | 4.0% | -24.1% | i | 49.9 | -33.8% | -0.2% | 0.5% | -12.3% | 0.4 | 43
CCN(CC)C(=O)Cn1cc(S(=O)(=O)CC(=O)NCc2ccc3c(c2)OCO3)c2ccccc21 | i | 0.9 | 12.7% | 5.8% | i | 38.1 | -19.2% | 0.7% | -3.9% | 18.7% | 0.2 | 55
Cc1cccc(C)c1NC(=O)NC1(C(=O)NCc2ccncc2)CCCCC1 | i | 0.3 | 10.3% | 1.4% | i | 47.3 | -24.0% | -0.2% | -2.9% | -2.8% | 0.3 | 40
O=c1nc2n(c3ncccc13)CCC2 | i | 7.3 | 5.3% | 14.8% | i | 26.3 | -7.1% | -0.2% | 2.1% | 7.8% | -0.9 | 47
O=C(NCc1ccc(F)cc1)C1CCCN(S(=O)(=O)c2cccc3nsnc23)C1 (stereo unspecified) | i | 6.1 | -19.7% | 15.7% | i | 14.4 | 1.6% | 0.3% | 0.9% | 8.8% | 0.4 | 46
O=[N+]([O-])c1ccc(C[n+]2cc(-c3ccc(Cl)c(Cl)c3)n3c2CCCCC3)cc1 | i | 0.6 | 7.2% | -1.3% | i | 28.7 | 2.3% | -0.1% | 2.4% | -1.5% | -0.2 | 67
CCN1C(=NCc2ccccc2)N[C@@H](c2ccccc2)[C@H](C(=O)OC)[C@H]1C | i | 1.2 | -5.8% | -3.0%[20 µM] | i | 10.5 | 16.4% | -0.2% | -2.7% | 1.4% | -5.2 | 117
Cc1ccc(Nc2nc(C)cc(C)c2C(N)=O)cc1 | i | 1.1 | -9.3% | 5.9% | i | 56.4 | 3.1% | 0.3% | 3.1% | 9.2% | -0.1 | 42
Cc1cccc(C(=O)N/N=C/c2cc(Br)c(Br)o2)c1 | i | 0.8 | 10.9% | -12.5% | i | 42.6 | -23.9% | 1.1% | 0.4% | -5.8% | -0.3 | 76
CSc1nnnn1CCn1nnnc1SC | i | 3.3 | 29.6% | -18.4% | i | 34.3 | -28.9% | -0.2% | 2.5% | -6.5% | -2.7 | 62
O=C(NCCCNC(=O)c1ccc(F)cc1)c1ccc(F)cc1 | i | 0.8 | 0.6% | -11.1%[20 µM] | i | 24.5 | -33.0% | -0.3% | -2.2% | -10.1% | 1.2 | 51
C/C(=C\C(=S)Nc1ccccc1)Nc1ccc2ccccc2c1 | i | 1.1 | -0.7% | -19.1% | i | 39.5 | -38.5% | -0.1% | -0.9% | -22.3% | 4.2 | 43
CCCCOC(=O)/C=C\C(=O)NC(N)=O | i | 0.3 | 2.1% | 5.6% | i | 25.1 | 5.3% | 1.0% | 0.1% | 24.0% | 0.7 | 49
COc1ccc(/C=C/C2=Nc3ccccc3NC(C)(C)C2)cc1OC | i | 2.4 | 12.0% | -2.9% | i | 26.3 | -7.9% | 0.3% | -0.5% | -33.7% | 2.1 | 66
CCOn1c(=O)c(-c2cccs2)[n+]([O-])c2ccccc21 | / | / | 3.1% | 11.9% | i | 7.3 | 35.6% | -0.1% | -3.6% | 10.8% | 1.9 | 48
O=C(NC1CCCC1)c1cc(-c2ccccc2O)on1 | i | 1.4 | -1.9% | -41.6% | i | 23.8 | -37.6% | 0.0% | 3.2% | -75.6% | 2.7 | 37
